Source: PubChem
PLC-gamma1 inh: PLC-gamma1 (human) inhibition, primary screen | purified PLC-gamma1, fluorogenic substrate, fluorescence | inhibition, % at 12.2 µM | actives 0.84% (n = 370,000); in the data active = inhibition above about 9.5%
LEDGF integ inh: blocks HIV-1 LEDGF/p75-dependent DNA integration; TR-FRET IN-LEDGF/p75 DNA integration, Eu/Cy5; inhibition, % at 3.7 µM; actives 0.64% (n = 370,000);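 active = inhibition above the screen-wide mean plus 3 SD, cut at about 13% in these data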;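 note: signal is the Cy5 over europium emission ratio at 671 and 618 nm; 0% = plate median of compound wells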
Tn6 DDE FP: disrupts Tn6 cyclic peptide binding to fibrin D-Dimer-E complex. P02675. inhibition, % at 8.3 µM. actives 0.21% (n = 370,000). Fibrin DD(E) TRITC-Tn6 fluorescence polarization displacement. AID 720509;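 active = inhibition above a per-campaign cutoff: mean of compounds within control limits plus 3 SD, cut at about 15% in these data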;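 note: 0% = median of all compound wells on the plate and 100% = blocking peptide control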
Target sequence (P02675 whole entry, looked up): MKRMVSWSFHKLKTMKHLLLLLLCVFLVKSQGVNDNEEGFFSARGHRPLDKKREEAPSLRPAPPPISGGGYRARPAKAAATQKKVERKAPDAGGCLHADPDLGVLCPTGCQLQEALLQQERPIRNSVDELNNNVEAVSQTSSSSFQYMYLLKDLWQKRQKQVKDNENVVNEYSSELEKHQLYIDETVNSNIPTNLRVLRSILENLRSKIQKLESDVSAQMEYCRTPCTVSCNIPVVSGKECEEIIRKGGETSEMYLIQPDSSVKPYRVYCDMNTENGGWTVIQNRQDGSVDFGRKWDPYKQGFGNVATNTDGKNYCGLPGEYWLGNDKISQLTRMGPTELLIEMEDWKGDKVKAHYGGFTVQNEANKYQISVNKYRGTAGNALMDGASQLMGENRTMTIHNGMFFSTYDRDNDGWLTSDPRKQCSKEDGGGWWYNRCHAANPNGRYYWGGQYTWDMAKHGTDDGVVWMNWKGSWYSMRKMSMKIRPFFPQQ
ASAP1 inh: blocks human ASAP1-stimulated Arf1 GTP hydrolysis; Q9ULH1; GDP FP detection; inhibition, % at 16.5 µM; actives 0.19% (n = 360,000); AID 624377; in the data active = inhibition above about 25%;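 note: 0% = vehicle with enzyme and substrate and 100% = no enzyme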
DDE Tn7 FP inh: inhibitors of Tn7 peptide binding to human fibrin DD(E); actives 0.13% (n = 370,000); P02675; FP displacement of FITC-Tn7 peptide from fibrin DD(E); 0% = median of compound wells per plate; inhibition, % at 8.3 µM;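 active = inhibition above the mean of compounds falling within the control limits plus 3 SD of them, cut at about 14% in these data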;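 note: 0% = plate median of compound wells and 100% = 10 µM Aha-Tn7 peptide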
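Assay system: Fibrin-DD(E) protein isolated from polymerized human fibrin clots; read-out basis: percent inhibition; medium: Tris/NaCl/CaCl2 buffer, pH 7.8; signal: FP measurement; incubation: 10 min plus 3 h, room temperature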
ADAM10 inh: ADAM10 inhibition, QFRET primary screen. O14672. recombinant ADAM10, EDANS/DABCYL FRET peptide cleavage, 3 h. inhibition, % at 7 µM. actives 0.62% (n = 370,000). AID 720582;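 active = inhibition above a per-campaign cutoff equal to the mean of compounds falling between control-based bounds plus 3 SD, cut at about 20% in these data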;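 note: 0% = DMSO wells while the 100% control is not disclosed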
ARFGAP1 inhibitor: inhibitors of rat ARFGAP1; Q62848; Arfgap1-stimulated ARF1 GTP hydrolysis, GDP FP detection; inhibition, % at 16.5 µM; actives 0.26% (n = 360,000); AID 651572;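 active = inhibition above a per-plate limit, mean inhibition of low control wells plus 3 SD, cut at about 25% in these data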;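 note: 0% = DMSO wells with enzyme and 100% = wells lacking Arfgap1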
Target sequence (Q62848 1-136 limits assumed): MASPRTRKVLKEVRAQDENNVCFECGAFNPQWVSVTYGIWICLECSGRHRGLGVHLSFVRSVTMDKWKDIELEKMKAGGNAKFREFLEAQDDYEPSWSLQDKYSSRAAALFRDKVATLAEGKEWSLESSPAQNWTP
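Assay system: Rat Arfgap1 GAP domain (His6, aa 1-136), purified enzyme | Buffer or medium: HEPES 25 mM pH 7.5, NaCl 150 mM, MgCl2, DTT | Schedule: GTP hydrolysis reaction 2 h at 25 °C | Signal: FP of antibody-bound GDP Alexa 633 tracer, ex 620/em 688 nm | Measure: Percent inhibition of Arfgap1-stimulated GTP hydrolysis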
ADAM17 inh: inhibitors of human ADAM17; P78536; recombinant ADAM17, EDANS/DABCYL FRET peptide cleavage; inhibition, % at 6.95 µM; actives 0.83% (n = 370,000);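 active = inhibition above the mean of compounds lying between control limits plus 3 SD, set per campaign, cut at about 8.5% in these data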;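 note: 0% = DMSO-only wells as the low control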
KLK7 zymogen act: activates the human kallikrein-7 zymogen. P49862. purified proKLK7, EDANS-DABCYL substrate fluorescence; 100% is mature enzyme control, 0% vehicle. actives 0.9% (n = 370,000). activation, % at 7 µM;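 active = activation above the mean of all tested compounds plus 3 SD, computed per campaign excluding outliers beyond control limits, cut at about 13% in these data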
TDP2 inh: blocks human TDP2 phosphodiesterase activity. O95551. recombinant TDP2, T5PNP hydrolysis, p-nitrophenol absorbance 415 nm. inhibition, % at 12.8 µM. actives 0.34% (n = 370,000);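 active = inhibition above the mean of all tested compounds plus 3 SD, set per campaign, cut at about 25% in these data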;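 note: 0% = DMSO with enzyme and 100% = buffer with substrate but no TDP2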
Target sequence (O95551 whole entry, looked up): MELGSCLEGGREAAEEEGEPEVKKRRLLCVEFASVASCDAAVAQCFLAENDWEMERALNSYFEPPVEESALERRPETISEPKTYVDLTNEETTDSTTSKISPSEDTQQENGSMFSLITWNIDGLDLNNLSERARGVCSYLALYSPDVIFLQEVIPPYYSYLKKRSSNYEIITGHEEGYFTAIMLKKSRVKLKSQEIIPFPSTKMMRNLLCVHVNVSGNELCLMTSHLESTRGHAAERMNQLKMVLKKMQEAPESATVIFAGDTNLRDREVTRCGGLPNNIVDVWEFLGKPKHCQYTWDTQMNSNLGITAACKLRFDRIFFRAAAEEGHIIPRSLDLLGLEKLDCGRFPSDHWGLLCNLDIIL
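Test system: Human TDP2 enzyme | Reagent: 5 mM T5PNP | Compound dosing: 12.8 µM single point, 1% DMSO | Incubation: Enzyme reaction with compound for 2 h at 37 °C | Technique: p-Nitrophenol epi absorbance | Read-out: % inhibition relative to enzyme-containing and enzyme-free wells | Benchmarks: High control without enzyme, low control DMSO plus TDP2 | Replicates: Singlicate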
The depositor's hits bear a star; i = inactive. Outcome played no part in choosing rows (roughly 4.2% active in at least one column).

SMILES	PLC-gamma1 inh	LEDGF integ inh	Tn6 DDE FP	ASAP1 inh	DDE Tn7 FP inh	ADAM10 inh	ARFGAP1 inhibitor	ADAM17 inh	KLK7 zymogen act	TDP2 inh
CSCCC(NC(=O)c1ccc(Cl)cc1Cl)C(=O)OC(C)C(=O)NCc1ccco1 (configuration not stated)	-0.4	-3.0	3.5	-12.1	3.0	-7.0	-0.8	-3.7	0.4	7.8
COc1ccc(-n2nnnc2-c2cnc3cc4c(cc3c2C)OCO4)cc1	3.0	0.4	2.0	6.2	-8.4	-10.9	15.4	-1.6	-0.2	-6.1
CCCOc1ccc(Oc2nc(-c3ccncc3)nc3ccccc23)cc1	-0.3	-2.5	-4.3	-4.4	1.8	-3.0	6.5	-1.7	0.6	4.3
CCCCNC(=O)COC(=O)c1ccc(NC(C)=O)cc1	2.4	-2.3	0.3	2.0	3.3	4.1	-2.3	-1.6	0.1	8.0
O=C(O)CCC(=O)NCCc1cccc(Cl)c1	0.1	2.2	-2.6	10.1	-0.8	-6.3	6.8	-2.5	-0.2	7.8
COC(=O)C1(C)NC(c2ccc(F)cc2)C2C(=O)N(c3ccccc3)C(=O)C21 (configuration not stated)	2.5	-2.8	7.6	1.1	-3.0	-2.0	3.6	-4.2	0.1	4.4
COc1ccccc1OCC(=O)Nc1ccc2c(c1)OCO2	-4.7	-1.0	10.2	13.1	9.1	4.8	0.5	1.4	-0.8	8.5
CCCn1c(SCC(=O)/C(C#N)=C(\C)N)n[nH]c1=O	6.3	4.2	0.6	-0.3	7.6	8.0	2.7	2.7	0.5	-23.4
CSc1ccccc1NC(=O)CN(C)S(=O)(=O)c1ccc(F)cc1	0.6	2.3	0.1	-2.5	4.9	-4.5	-3.5	-2.1	-0.1	3.7
Clc1ccc(-c2nnc(-c3ccccc3Cl)o2)cc1	-5.2	1.1	1.4	19.2	2.1	2.6	1.6	-2.7	0.0	-1.8
COc1ccccc1NC(=O)CSc1nnc(COc2ccc(Cl)cc2)o1	-3.5	-6.1	-4.6	11.0	4.4	-1.9	11.9	-0.3	0.2	-10.7
CCOc1ccc(C(=O)N/N=C/c2cc(Cl)ccc2[N+](=O)[O-])cc1	0.8	-0.4	3.5	3.4	3.6	-1.6	-1.6	-4.0	0.5	1.9
CC(=O)NC(c1cccc([N+](=O)[O-])c1)c1c(OC(C)=O)ccc2ccccc12 (configuration not stated)	0.5	-1.6	-2.6	-5.1	-3.5	-3.6	2.9	-1.9	0.5	0.7
O=C(Cn1ccc2ccccc2c1=O)NCCC(=O)N1CCN(c2ccccc2)CC1	3.6	1.4	-2.4	4.6	-2.4	0.2	7.8	-0.1	-0.4	-13.6
Cc1c(Cl)c(C(=O)NC2CCCC2)nn1C	0.1	-0.5	-2.3	0.3	2.5	6.5	-6.2	0.0	0.2	-3.4
CC(C)(C)n1nnnc1C(c1ccccc1)N1CCCN(Cc2ccc(F)cc2)CC1 (configuration not stated)	-2.8	-3.1	1.5	2.1	-0.2	-14.6	6.2	-4.5	0.8	-0.4
O=C(NNC(=O)C(O)(c1ccccc1)c1ccccc1)C1CC1	9.2	-5.1	-6.2	3.0	-2.4	-9.3	9.6	0.7	-0.3	-22.8
O=C(OCc1ccccc1)c1ccccc1	6.8	8.2	0.6	13.8	-5.3	2.7	1.1	4.0	-0.3	-0.3
CCOC(=O)C1CCN(C(=O)c2ccc3snnc3c2)CC1	1.4	-0.8	0.5	7.6	-4.0	-5.1	-3.2	-3.3	-0.1	12.4
COc1ccc(C(O)c2nc(-c3ccc(F)cc3OC)cs2)cc1 (configuration not stated)	1.2	-0.1	2.9	7.6	5.2	6.6	2.0	2.0	-0.2	2.6
O=C(COC(=O)Cn1cnc2ccccc21)Nc1cccc2c1C(=O)c1ccccc1C2=O	-44.5	-4.5	-5.6	7.0	5.8	-5.2	1.8	-0.9	0.5	-2.0
CCO/C=C1\C(=O)N(c2ccc(OCC)cc2)C(=O)c2ccccc21	-30.7	0.8	-3.8	-3.4	1.9	-49.4	5.7	-16.4	-0.1	1.8
Cc1nc(-n2nnc3ccccc32)c2c3c(sc2n1)CCCC3	-115.8	2.4	-5.6	3.5	-2.0	-131.6	12.0	-50.5	-7.0	13.4
COc1ccccc1-c1cc(C(=O)N/N=C\c2cnn(C)c2C)c2ccccc2n1	-23.8	1.1	2.3	-1.9	2.2	-2.9	4.6	-2.8	0.9	1.6
CCC1Oc2ccc(C)cc2N(Cc2cccc(C)c2)C1=O (configuration not stated)	-2.7	4.5	-4.2	-7.9	-1.4	-3.3	-8.7	-4.4	-0.6	-3.1
CN(C(=O)CSc1nc(-c2ccc(F)cc2)cs1)C1CCS(=O)(=O)C1 (configuration not stated)	-1.3	2.1	1.1	5.0	7.0	-2.0	1.3	-6.3	0.0	3.8
CC(C)CN(C(=O)COC(=O)c1c2c(nc3ccccc13)CCC2)c1c(N)n(Cc2ccccc2)c(=O)[nH]c1=O	-0.1	-2.4	-1.2	7.3	-1.3	-15.9	1.0	-0.1	-1.3	-5.9
COc1cc(C(=O)N(Cc2cc3cc(C)ccc3[nH]c2=O)CC2CCCO2)cc(OC)c1OC (configuration not stated)	-1.4	-4.9	5.2	13.4	9.4	-16.2	-4.5	-3.4	-0.7	-0.4
CN(C(=O)Cn1cc([N+](=O)[O-])ccc1=O)C1CCCCC1	1.3	-6.6	-0.1	-2.7	-0.5	-15.8	-7.1	3.6	-0.4	-0.7
Cc1cn(C2CCCO2)c(=O)nc1N (configuration not stated)	-1.2	4.7	1.7	-9.7	-11.4	0.1	-6.9	-2.0	0.6	4.1
O=C(COc1cccc(NC(=O)c2cccc([N+](=O)[O-])c2)c1)c1ccc(Br)cc1	-0.4	1.1	3.6	-3.2	3.2	16.2	15.4	5.4	0.2	-2.2
CCCS(=O)(=O)N1CCN(CCN2C(=O)c3cccc4cccc(c34)C2=O)CC1	-0.7	2.9	9.0	-0.8	0.3	-17.2	2.4	-6.7	0.0	3.6
O=S(=O)(NCC1(N2CCOCC2)CCCCC1)c1ccc(Cl)cc1C(F)(F)F	3.5	3.0	-5.8	-7.1	-2.0	15.7	4.5	1.2	0.0	-12.5
O=C(Cc1ccccc1)NN1C(=O)C2C3C=CC([C@@H]2C1=O)C31CC1 (some centres not stated)	0.4	-1.1	1.2	-0.4	1.0	5.0	-3.0	0.4	0.4	9.6
COc1ccc(C(=O)NCC(=O)OCC(=O)NC2CCCCCC2)cc1	-0.3	1.2	-6.9	5.6	-0.7	-6.0	-9.7	-5.5	-0.9	5.2
Cc1ccc(S(=O)(=O)c2nc(S(C)(=O)=O)sc2N2CC(C)OC(C)C2)cc1 (configuration not stated)	3.1	0.5	-7.3	0.1	-2.4	-2.4	-11.6	-0.9	-0.7	13.4

Whole records as entered above.
Shown for O=S(=O)(NCC1(N2CCOCC2)CCCCC1)c1ccc(Cl)cc1C(F)(F)F → PLC-gamma1 inh = 3.5; LEDGF integ inh = 3.0; Tn6 DDE FP = -5.8; ASAP1 inh = -7.1; DDE Tn7 FP inh = -2.0; ADAM10 inh = 15.7; ARFGAP1 inhibitor = 4.5; ADAM17 inh = 1.2; KLK7 zymogen act = 0.0; TDP2 inh = -12.5
Shown for Cc1cn(C2CCCO2)c(=O)nc1N (configuration not stated) → PLC-gamma1 inh = -1.2; LEDGF integ inh = 4.7; Tn6 DDE FP = 1.7; ASAP1 inh = -9.7; DDE Tn7 FP inh = -11.4; ADAM10 inh = 0.1; ARFGAP1 inhibitor = -6.9; ADAM17 inh = -2.0; KLK7 zymogen act = 0.6; TDP2 inh = 4.1

(list continues)
SMILES	PLC-gamma1 inh	LEDGF integ inh	Tn6 DDE FP	ASAP1 inh	DDE Tn7 FP inh	ADAM10 inh	ARFGAP1 inhibitor	ADAM17 inh	KLK7 zymogen act	TDP2 inh
CC(C)(C)OC(=O)CNC(=O)c1[nH]cnc1C(=O)Nc1ccc(CNC(=O)OC(C)(C)C)cc1	7.4	-1.7	-6.2	10.3	-2.3	16.4	10.3	11.8*	-0.1	-27.7
COc1ccc(OC)c2[nH]c(=O)c(CCNC(=O)C(=O)c3c(C)[nH]c4ccccc34)cc12	-9.3	-0.5	0.8	16.7	6.5	-2.7	14.9	-3.1	-0.7	-7.3
Cc1cccn2c(=O)c3cc(C(=O)NCCN4CCOCC4)c(=N)n(Cc4cccnc4)c3nc12	-187.5	-2.1	8.3	9.6	3.3	i	1.6	-361.1	32.9*	-2.8
Cc1n[nH]c(=O)c2c(NC(=O)CSc3nc4ccccc4c(=O)n3C(C)C)oc(C)c12	0.9	0.2	3.4	0.6	-4.9	-10.3	-2.0	-0.8	-0.3	-14.4
CCCCc1ccc(NC(=O)NCc2ccccn2)cc1	1.4	-4.6	-0.6	14.1	-0.7	-2.9	5.2	-4.0	-0.2	-0.8
COC(=O)[C@@]12C[C@@H](CC(=O)NCCc3ccccc3OC)C(=O)N(Cc3cccc4ccccc34)C1=CCC(C)(C)C2	1.8	2.0	-2.2	3.6	5.5	2.1	-7.2	1.7	-0.3	3.2
Cc1ccnc(NC(=O)c2cccc(S(=O)(=O)NCc3ccccc3)c2)c1	3.4	1.7	10.7	5.7	-0.5	0.0	-3.3	0.4	-0.8	-0.7
CC(C)CCOC(=O)C(C)Sc1n[nH]c(=O)[nH]c1=O (configuration not stated)	-1.1	-4.3	11.6	-16.8	7.3	-0.5	2.5	-3.9	0.7	-3.6
COc1ccccc1-c1coc2c(CN3C(C)CCCC3C)c(O)ccc2c1=O (configuration not stated)	-383.2	-5.6	-4.6	15.5	-5.0	-320.7	5.9	-116.2	-3.4	-11.9
N#CC1=C(N)SC(C(=O)c2ccccc2)C1c1cccs1 (configuration not stated)	-16.1	0.7	-9.2	4.4	-5.2	2.8	-0.4	0.9	0.0	7.4
CCOC(=O)c1cc(C)sc1NC(=O)CN1CCN(C(=O)c2ccco2)CC1	-1.7	0.8	0.8	1.9	-4.0	3.6	-0.8	1.5	-0.5	7.1
COc1nc(-c2ccccc2)cc(C(F)(F)F)n1	-1.9	0.0	-5.1	1.9	-2.6	-6.2	5.4	-4.5	-0.3	-10.1
CCCn1c(N)c(C(=O)COC(=O)/C=C/c2ccc(OC(F)F)c(OC)c2)c(=O)[nH]c1=O	-10.9	0.3	-2.1	-7.2	-4.8	-40.5	3.7	-13.9	1.7	8.3
CC(C(=O)O)n1nnc2ccccc21 (configuration not stated)	5.0	3.1	-2.8	-4.7	-5.6	1.7	15.9	0.0	-0.2	6.0
COc1cccc2cc(C(=O)C3=C(O)C(=O)N(CCN4CCOCC4)C3c3ccc(Cl)cc3)oc12 (configuration not stated)	-3.2	-0.6	4.9	8.3	-2.6	4.0	-1.7	-3.2	0.6	-10.0
COc1cc(/C=N/N2CCN(c3ccccc3OC)CC2)ccc1OC(C)=O	-1.8	-3.6	4.2	-17.0	7.2	-3.6	-3.7	-2.9	0.7	-3.1
